Screens from PubChem BioAssay.
RPL19A TOR yeast = yeast TOR pathway RPL19A-GFP modulation; S. cerevisiae RPL19A-GFP strain, flow cytometry, 3 h; stronger effect = lower value; 0.3% of 330,000 active; percent response vs DMSO, % at 10 µM; AID 2025;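 active means percent response vs DMSO below 50%; inconclusive means fewer than 70 events counted for the yeast strain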;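 further: median channel GFP fluorescence of the barcoded RPL19A-GFP strain; ratio of sample median GFP to plate DMSO average so 100% = DMSO; lower means less RPL19A-GFP as with rapamycin TOR inhibition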
Efflux pump mplx = blocks antifungal efflux pumps in multiplex yeast assay | 0.44% of 330,000 active | inhibition, % at 10 µM | S. cerevisiae Candida pump triplex, Nile Red efflux | AID 485275;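 active means plate passing quality check with inhibition over a set limit, or well fluorescence over plate mean plus 4 SD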;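 further: Nile Red retained in pooled yeast measured as flow cytometry median fluorescence; 0% = buffer negative control and 100% = Enniatin B positive control; higher means more Nile Red kept so more efflux inhibition; some compounds called inactive have numbers as strong as hits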
CIT2 TOR yeast = alters CIT2-GFP fluorescence in TOR pathway yeast screen; AID 2029; 0.065% of 320,000 active; S. cerevisiae CIT2-GFP strain, flow cytometry, 3 h; 100 means same as DMSO wells; GFP response vs DMSO, % at 10 µM;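 active means GFP response relative to DMSO above a set limit, near the screen mean plus 3 SD, cut at about 150% in these data; inconclusive means Fewer than 70 cells measured for a yeast strain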;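 further: ratio of well median GFP fluorescence to mean of DMSO wells on the plate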
LAP4 TOR yeast = yeast TOR pathway LAP4-GFP modulation; AID 2023; GFP response vs DMSO, % at 10 µM; 0.34% of 320,000 active; S. cerevisiae LAP4-GFP multiplex, flow cytometry GFP, 3 h; median GFP as percent of DMSO wells;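 active means GFP response vs DMSO above a set limit, about the screen mean plus 3 SD, cut at about 150% in these data; inconclusive means under 70 cell events counted for the yeast strain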
MEP2-GFP yeast = alters MEP2-GFP fluorescence in TOR pathway yeast screen. GFP response vs DMSO, % at 10 µM. 0.51% of 330,000 active. S. cerevisiae MEP2-GFP strain, flow cytometry GFP, 3 h; 100% = DMSO control level;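 active means GFP response versus DMSO above a set limit, roughly screen mean plus 3 SD, cut at about 180% in these data; inconclusive means fewer than 70 cells counted for a yeast strain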;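 further: median GFP fluorescence of the barcode-gated MEP2-GFP cells per well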
Yeast superoxide = yeast age-related superoxide inhibition as caloric restriction mimetic | S. cerevisiae aged cells, superoxide DHE fluorescence; stronger effect = lower value | superoxide response (% of plate mean), % at 10 µM | 0.18% of 330,000 active;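 active means superoxide response under a set limit, about three screen SD below normal, cut at about 65% in these data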;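 further: yeast aged for seven days with compound at 30 °C before DHE staining; 100% = average MFI of all compound-treated wells on the plate with controls excluded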
AGP1-GFP MLPCN = alters AGP1-GFP fluorescence in TOR pathway yeast screen | GFP response vs DMSO, % at 10 µM | S. cerevisiae AGP1-GFP multiplex flow cytometry, 3 h; GFP as percent of DMSO wells | 0.02% of 320,000 active | AID 2066;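 active means GFP response relative to DMSO above a set limit, near screen average plus 3 SD, cut at about 150% in these data; inconclusive means fewer than 70 cells counted for the yeast strain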;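 further: median GFP channel fluorescence of the gated AGP1 strain per well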
AHR act = activators of human aryl hydrocarbon receptor. P35869. AHR-responsive luciferase reporter cells, luminescence. activation, % at 5 µM. 2.5% of 320,000 active. AID 2796; in the data active means activation above about 47%;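 further: 0% = vehicle wells and 100% = reference agonist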
Target sequence (P35869 whole entry, looked up): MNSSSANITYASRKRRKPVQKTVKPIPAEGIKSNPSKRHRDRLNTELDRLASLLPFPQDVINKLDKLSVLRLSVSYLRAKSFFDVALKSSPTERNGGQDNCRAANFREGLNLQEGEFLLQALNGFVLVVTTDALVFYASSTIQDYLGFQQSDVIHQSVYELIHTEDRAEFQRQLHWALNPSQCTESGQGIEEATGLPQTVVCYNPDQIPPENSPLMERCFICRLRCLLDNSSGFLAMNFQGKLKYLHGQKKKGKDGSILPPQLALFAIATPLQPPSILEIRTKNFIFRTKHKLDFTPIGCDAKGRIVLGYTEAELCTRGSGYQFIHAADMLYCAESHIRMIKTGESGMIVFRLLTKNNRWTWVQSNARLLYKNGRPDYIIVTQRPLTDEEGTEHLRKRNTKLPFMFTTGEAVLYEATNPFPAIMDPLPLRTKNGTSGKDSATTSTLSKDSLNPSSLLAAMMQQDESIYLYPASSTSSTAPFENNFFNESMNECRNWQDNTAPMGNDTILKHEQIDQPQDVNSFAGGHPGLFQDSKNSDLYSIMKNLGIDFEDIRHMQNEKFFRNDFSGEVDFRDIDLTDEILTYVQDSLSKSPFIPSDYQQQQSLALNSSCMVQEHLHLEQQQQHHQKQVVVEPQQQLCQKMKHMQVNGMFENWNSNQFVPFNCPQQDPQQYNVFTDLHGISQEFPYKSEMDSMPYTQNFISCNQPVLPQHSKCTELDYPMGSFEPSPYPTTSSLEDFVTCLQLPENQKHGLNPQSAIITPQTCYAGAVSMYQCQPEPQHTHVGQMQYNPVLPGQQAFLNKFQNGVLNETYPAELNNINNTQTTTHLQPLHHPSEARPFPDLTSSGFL
* hit, by the source's call; ? = inconclusive; . = not tested or not shown; [ ] = dose if it differs, or a comment. Outcome played no part in choosing rows. Share with any hit: about 3.9%.

SMILES	RPL19A TOR yeast	Efflux pump mplx	CIT2 TOR yeast	LAP4 TOR yeast	MEP2-GFP yeast	Yeast superoxide	AGP1-GFP MLPCN	AHR act
CCC(C)NC(=O)C1CCCN(S(=O)(=O)c2ccc(-n3cnnn3)cc2)C1 (stereo not drawn)	94	0.0	87	90	95	94	93	2
Cc1noc(C)c1COc1ccc(C(=O)OCC(N)=O)cc1	92	0.2	86	101	96	99	95	0
Cc1cc(C(=O)CN2CCCC2)c(C)n1-c1ccc(Cl)cc1	101	-0.1	98	102	99	86	107	6
COc1cccc(NC(=O)CCN2CCN(c3ccccc3F)CC2)c1	105	0.0	104	104	103	106	106	2
N#CC(C(=O)c1ccccc1)=C1SCCS1	102	0.1	94	103	105	104	100	-3
O=C(CSc1nc(-c2ccc(F)cc2)cc(C(F)(F)F)n1)NCc1ccco1	110	0.0	105	100	102	100	112	3
CCOc1ccc(C2=C/C(=C/c3cccnc3)C(=O)O2)cc1	98	0.0	106	100	102	97	94	4
CCOc1cc(/C=C2/SC(=S)N(Cc3ccccc3)C2=O)ccc1O	105	0.1	102	85	111	106	95	-1
Cc1cccc(NC(=O)Cc2c(F)cccc2Cl)n1	104	0.3	102	86	100	96	92	18
Cc1ccc(NC2=C(Cl)C(=O)c3ccccc3C2=O)cc1	104	-0.2	108	100	106	100	110	0
O=C(Nc1ccccc1)N1CCSc2cc(Cl)ccc21	98	0.0	102	107	97	104	103	-1
CCCc1nc2sc3c(c2c(=O)n1N)CCC3	88	-0.1	88	95	90	104	.	-1
O=S(=O)(c1ccc(Cl)cc1)N1CCN(Cc2c[nH]c3ccccc23)CC1	99	0.0	105	103	98	100	102	13
O=C(NNS(=O)(=O)c1ccc(F)cc1)c1cnccn1	95	-0.2	92	93	95	104	93	1
Cn1c(CNC(=O)c2ccc(Cl)cc2)nnc1SCC(=O)Nc1sc2c(c1C#N)CCCC2	97	-0.1	90	99	94	100	96	0
C/C(=N/NC(=O)c1cc(-c2cccc([N+](=O)[O-])c2)n[nH]1)c1cccc(O)c1	98	0.0	87	110	104	100	101	15
COC(=O)c1ccc(N=Cc2c(-c3ccccc3)[nH][nH]c2=O)cc1	104	-0.1	105	89	104	96	99	9
Cc1nnc2n(-c3ccccc3)c(=O)c3c4c(sc3n12)CCCC4	101	0.0	105	89	106	112	98	-9
O=C(COc1cccc(C(F)(F)F)c1)Nc1nnc(C2CC2)s1	95	0.0	82	97	106	83	76	7
O=C(NCc1nnnn1-c1ccc(F)c(F)c1)c1cc2ccccc2o1	94	0.2	80	99	97	108	103	0
CCCN1C(=O)C(Cc2nc3ccccc3c(=O)n2-c2ccccc2)c2ccccc21 (stereo not drawn)	107	1.5	92	110	98	96	108	5
CCSC1=NCCN1C(=O)c1c(-c2ccccc2Cl)noc1C	90	-0.1	92	101	91	107	101	3
Cc1ccc(-c2nnc(OCc3nc4ccccc4n3C)c3ccccc23)cc1	97	0.0	103	110	94	97	103	-1
Cc1ccc(S(=O)(=O)N[C@@H](Cc2ccccc2)C(=O)N2CCC(C(=O)N[C@@H](CCC(N)=O)C(=O)O)CC2)cc1	99	-0.2	109	100	98	78	108	0
O=C(CCn1c(=O)oc2ccccc21)N(Cc1ccccc1)c1ccccc1	100	0.1	91	102	98	109	98	-1
O=C1NN=C(c2ccccc2)CC1c1c[nH]c2ccccc12 (stereo not drawn)	104	0.0	106	108	108	86	104	19
Cc1ccc2ncnc(Nc3cccc(C(=O)O)c3)c2c1	86	0.0	.	86	91	105	88	0
CCOC(=O)c1cccc(NC(=O)CSc2nnc(C)n2CC2CCCO2)c1 (stereo not drawn)	97	0.1	98	91	108	96	96	1
Cc1ccc(OCCc2csc(N)n2)cc1	102	0.3	107	106	112	102	107	-5
CCCCN(Cc1ccccc1)S(=O)(=O)c1c(N)n(C)c(=O)n(C)c1=O	98	-0.2	104	89	100	95	94	1
CCc1ccccc1NC(=S)NCc1ccc2c(c1)OCO2	103	0.1	106	106	105	95	107	1
O=c1cc(NCCO)c2ccccc2o1	93	-0.2	101	87	92	95	93	-2
COc1ccccc1-c1noc(-c2ccccc2C(=O)NCc2ccco2)n1	95	-0.2	97	103	96	96	101	50*
O=C(NCC1CCCCC1)c1ccccc1[N+](=O)[O-]	105	0.0	111	103	112	105	102	-1
CCOP(=O)(OCC)c1ccccc1OCP(C)(=O)COc1ccccc1P(=O)(OCC)OCC	107	0.0	104	95	107	97	98	0
CC1(C)CNc2cc(N)ccc2S1	107	0.1	103	92	117	96	103	5
Cc1ccc(-n2[nH]c(C)c(C=Nc3ccc(S(=O)(=O)Nc4nc(C)cc(C)n4)cc3)c2=O)c(C)c1	97	-0.1	92	100	103	89	95	3
Cc1cc(C)nc(NC(=O)/C=C/c2ccccc2Cl)c1	96	0.2	91	89	93	100	87	2
CSc1nnc2c3cc(C)ccc3n(Cc3ccccc3)c2n1	103	0.3	96	103	108	96	102	12
CCOC(=O)N1CCN(Cc2ccc(OCC(O)CN3CCCCC3)cc2)CC1 (stereo not drawn)	?	-0.1	96[may fluoresce red]	88[may fluoresce red]	97[may fluoresce red]	109	94[may fluoresce red]	0
CCc1ccc(-c2cn3nc(C)c(C)nc3n2)cc1	97	-0.1	94	117	106	92	99	0
O=C(c1ccncc1)c1ccc(Br)cc1	99	0.1	107	107	118	104	107	2
O=C(Nc1cccc(-c2nn[nH]n2)c1)c1cccs1	111	0.1	103	75	95	95	101	0
CCOP(=O)(OCC)c1nc(-c2ccc(Cl)cc2)oc1NCc1ccccc1	99	0.1	96	99	97	115	96	2
CCOc1cc(N2CCOCC2)c(OCC)cc1NC(=O)c1nc2nc(C)cc(C)n2n1	97	0.1	106	100	103	110	96	2
Cc1ccccc1OCC(=O)Nc1cccc(NC(=O)c2ccco2)c1	94	0.3	92	93	94	99	93	3
O=C(CSc1ccc(-c2ccncc2)nn1)c1ccccc1	93	0.1	87	104	106	88	93	1
CCOC(=O)c1csc(NC(=O)CSc2nnc(C3CC3)n2C)n1	102	-0.1	109	101	100	90	103	-5
CCN1CC=C2C(C#N)=C(N)C(C#N)(C#N)[C@H](c3ccoc3)[C@H]2C1	102	-0.1	103	100	108	106	100	15
O=C(NC(Cc1ccccc1)C(=O)O)/C(=C/c1cccc([N+](=O)[O-])c1)NC(=O)c1cccc(Br)c1 (stereo not drawn)	101	-0.1	109	90	98	90	107	3
COC1C(C)=C(C)C(=O)N1Cc1ccccc1 (stereo not drawn)	106	-0.1	110	83	100	102	103	0
Cc1c(NC(=O)COC(=O)Cc2ccc(F)cc2)c(=O)n(-c2ccccc2)n1C	101	0.0	92	112	98	109	106	1
CCn1c2ccccc2c2nnc(SCC(=O)c3c(N)n(C)c(=O)n(C)c3=O)nc21	94	0.1	94	98	96	104	99	2
COc1ccc(C(=O)C(CO)Oc2ccccc2OC)cc1OC (stereo not drawn)	97	0.0	101	98	102	98	103	0
CCCCNC(=O)CSc1nc(Cc2ccccc2)nc2ccccc12	103	0.0	94	96	99	96	99	-2
O=C(NC1CCCC1)C(c1ccccn1)N(Cc1ccccc1F)C(=O)c1csnn1 (stereo not drawn)	91	-0.1	94	95	87	92	91	-1
Cn1cc(C(=O)NC2CCCCC2)c(=O)c2cc(S(=O)(=O)N3CCOCC3)ccc21	98	-0.2	101	101	105	86	98	0
CC1=NNC(=O)C1C(c1ccc(Cl)cc1)C(C#N)C#N (stereo not drawn)	98	0.1	90	122	99	106	104	0
O=[N+]([O-])/C=C/c1cn(Cc2ccc(Cl)cc2)c2ccccc12	96	0.2	88	103	98	100	98	-3
Cn1c(-c2ccc(Cl)nc2)nc2ccccc21	102	-0.2	102	92	103	92	98	0
Next part:
SMILES	RPL19A TOR yeast	Efflux pump mplx	CIT2 TOR yeast	LAP4 TOR yeast	MEP2-GFP yeast	Yeast superoxide	AGP1-GFP MLPCN	AHR act
O=C(O)c1ccccc1NC(=S)NC(=O)c1sc2ccccc2c1Cl	105	0.1	97	105	109	119	90	1
O=C(C1=C(O)C(=O)N(CCOCCO)C1c1ccccn1)c1cccs1 (stereo not drawn)	100	-0.1	99	105	102	103	102	-1
CCCc1[nH]nc2c1C(c1cc(OC)ccc1F)C(C#N)=C(N)O2 (stereo not drawn)	.	0.1	93	97	100	114	96	0
Cc1cccc(NC(=O)c2ccc(NS(=O)(=O)c3c(C)noc3C)cc2)c1	104	-0.2	108	103	104	112	109	13
Clc1ccc(Cl)c(Oc2ccc(Oc3nc(Cl)ccc3Cl)cc2)n1	91	-0.3	98	94	96	89	92	-2
Cc1cc(C)c(C(N)=O)c(Nc2cccc3ccccc23)n1	97	-0.1	97	93	106	94	102	52*
CCN(C(=O)c1c(OC)cccc1OC)c1nnc(-c2cccnc2)s1	98	0.1	96	104	92	103	95	16
Cc1nnc(SC(C)C(=O)Nc2nccs2)s1 (stereo not drawn)	94	0.0	93	107	64	84	85	0
COCCN(C(=O)CCc1ccccc1OC)c1nnc(-c2cccnc2)s1	99	0.2	100	111	101	104	94	0
O=C(Nc1ccncc1)Nc1cccc(F)c1	117	0.0	81	77	105	96	91	.
Cc1c(C(=O)OCCOC(C)C)[nH]c2c1C(=O)CC(c1ccco1)C2 (stereo not drawn)	98	0.2	102	103	100	101	97	41
CC(=O)N1N=C(c2ccc(NS(=O)(=O)c3ccccc3)cc2)CC1c1ccco1 (stereo not drawn)	93	-0.1	89	95	95	108	90	1
COc1ccccc1NS(=O)(=O)c1cc(NC(=O)C2CCC2)ccc1N1CCCCC1	103	0.3	96	101	114	102	100	2
CN(c1ccc(OCc2ccc([N+](=O)[O-])cc2)cc1)S(=O)(=O)c1ccccc1	103	-0.1	101	99	98	87	101	-2
Cc1cc(N2CCCCC2)nc(N2CCOCC2)n1	99	-0.1	93	99	98	105	100	7
CCCCCOC(=O)NCC(O)c1ccccc1 (stereo not drawn)	99	0.1	83	88	99	140	99	9
CN(C)c1ccc(N=Nc2ccccc2C(=O)OCC(=O)N(C)c2ccccc2)cc1	94	0.9	91	102	107	93	91	0
CCCCn1c2ccccc2c2nnc(SCC(=O)NC3=NN=C(c4ccccc4)CS3)nc21	99	-0.1	94	101	97	100	99	61*
Clc1ccc(-c2nc(-c3cc4cc(Cl)ccc4o3)cs2)cc1	99	-0.1	99	100	95	94	109	4
COc1cc(NC(=O)CSc2nc3ncnc(N)c3[nH]2)c(C(=O)O)cc1OC	101	-0.3	97	92	99	100	93	-1
CC1(C)Oc2ccc(C(=O)Nc3ccccc3)cc2N(CC#N)C1=O	105	0.5	92	97	103	107	101	16
Cc1cc(C)n2nc(CC(=O)NNC(=O)c3ccccc3Cl)nc2n1	104	-0.1	104	97	110	90	100	3
CC(=O)C1=C(C)NC(SCC(N)=O)=C(C#N)C1C (stereo not drawn)	90	0.0	94	96	93	95	95	2
O=C(N/N=C/c1c[nH]c2ccccc12)c1cccc(Cl)c1	103	-0.1	105	100	104	108	103	52*
O=C(NC(=S)Nc1ccc(CN2CCOCC2)cc1)c1ccc(-c2ccc(Cl)cc2)o1	91	0.4	81	109	90	98	100	-2
